High-throughput results as filed in PubChem BioAssay.
HEK293 tox – cytotoxic compounds in HEK 293 cells | HEK 293 viability, ATP luminescence (CellTiter-Glo), 48-72 h | Potency, µM (titrated, usually from 115 µM), without a hit: at the top dose activity change, negative = cytotoxicity, most hits filed as inhibitors | 94,000 compounds, 6.6% hits | AID 1345083; note: potency is the fitted concentration of half-maximal effect; nearly all actives have a fitted effect of over 60% in size
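HEK 293 cells at 250 cells/well were exposed to compounds by pintool transfer for 48 or 72 hr at 37 degree Celsius, 5% CO2. Viability was read as ATP-coupled luminescence with CellTiter-Glo after 10 min at room temperature.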
SNCA expr inh – SNCA gene expression inhibition; Potency, µM (highest dose often 57.2 µM), inactives show at the highest dose activity change, negative = inhibition, most hits filed as inhibitors; HEK-293 SNCA-luciferase knock-in, luminescence, 24 h; AID 1671194; 140,000 compounds, 0.17% hits;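 note: potency is the fitted concentration of half-maximal effect; plate controls were DMSO cells for no effect and cell-free wells for full effect; nearly all actives have a fitted effect of over 45% in size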
FLuc inh – inhibitors of firefly (Photinus pyralis) luciferase. AID 1347043. 76,000 compounds, 2.5% hits. purified P. pyralis luciferase, luminescence, biochemical. Potency, µM (doses to about 115 µM), for inactives: at the highest dose activity change, negative = inhibition, usual class: inhibitors. P08659; note: potency is the fitted concentration of half-maximal effect; nearly all actives have a fitted effect of over 65% in size
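Luminescence read by CCD imaging after purified firefly luciferase (10nM final) was added to substrate buffer holding 10uM D-luciferin and 10uM ATP, pH 7.5, pre-dosed with compound.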
NIH3T3 tox – cytotoxic compounds in NIH 3T3 cells; 94,000 compounds, 4.3% hits; Potency, µM (highest dose often 96.7 µM), for the others: at the top dose activity change, negative = cytotoxicity, actives largely listed as inhibitors; NIH 3T3 viability, CellTiter-Glo ATP luminescence, 48-72 h; AID 1345082; note: potency is the fitted concentration of half-maximal effect; nearly all actives have a fitted effect of over 55% in size
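Luminescent ATP readout (CellTiter-Glo, 10 min RT) after 48 or 72 hr compound exposure of NIH 3T3 cells seeded at 400 cells/well in 1536-well format; quantitative HTS.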
GPT2 inh – inhibitors of human GPT2 alanine aminotransferase; Q8TD30; Recombinant GPT2, coupled pyruvate oxidase/HRP Amplex Red fluorescence; Potency, µM (top dose mostly 57.7 µM), without a hit: top-dose activity change, negative = inhibition, most hits filed as inhibitors; 100,000 compounds, 0.25% hits; AID 1671188; note: potency is the fitted concentration of half-maximal effect; nearly all actives have a fitted effect of over 60% in size; many of its hits are not listed in these tables
Target sequence (Q8TD30 whole entry, looked up): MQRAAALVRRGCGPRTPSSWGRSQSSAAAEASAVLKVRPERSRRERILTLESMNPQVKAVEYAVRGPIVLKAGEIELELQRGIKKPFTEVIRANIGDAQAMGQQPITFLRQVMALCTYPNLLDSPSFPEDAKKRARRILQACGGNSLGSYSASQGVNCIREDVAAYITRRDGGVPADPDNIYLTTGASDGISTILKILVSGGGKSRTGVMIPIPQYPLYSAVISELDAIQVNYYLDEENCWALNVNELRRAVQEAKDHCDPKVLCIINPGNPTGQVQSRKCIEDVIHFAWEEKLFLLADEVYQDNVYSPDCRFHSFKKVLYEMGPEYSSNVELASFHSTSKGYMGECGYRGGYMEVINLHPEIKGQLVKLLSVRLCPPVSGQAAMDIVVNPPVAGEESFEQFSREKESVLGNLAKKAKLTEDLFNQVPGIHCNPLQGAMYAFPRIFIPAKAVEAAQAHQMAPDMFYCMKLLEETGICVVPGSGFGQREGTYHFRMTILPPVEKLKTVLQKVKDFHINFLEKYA
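Fluorescence read-out: pyruvate from GPT2 turnover coupled to pyruvate oxidase, HRP and Amplex Red (0.2mM ThPP, 0.2U/mL PO and HRP, 50uM Amplex final). Substrates 250uM a-KG, 2mM L-alanine; enzyme 10ng/uL; 30 min RT.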
HEK293 viab – cell viability loss counter-screen; HEK-293-SNCA-luc viability, GF-AFC fluorescence, 24 h; 150,000 compounds, 0.12% hits; Potency, µM (top dose mostly 57.1 µM), inactives show at the highest dose activity change, negative = cytotoxicity, actives largely listed as cytotoxic; AID 1671193;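 note: potency is the fitted concentration of half-maximal effect; 0% = DMSO-treated cells and -100% = medium-only wells without cells; nearly all actives have a fitted effect of over 30% in size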
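HEK-293-SNCA-luc cells (1500/well) plated 24 h, then exposed 24 h to a dilution series; GF-AFC added 30 min at 37C, fluorescence 405/540 nm; normalised to medium-only and DMSO wells, Hill fit.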
IP6K1 inh – blocks human inositol hexakisphosphate kinase 1; Q92551; IP6K1 kinase, ADP-Glo luminescence, 2 h; hits give low values; activity change, % (series mostly up to about 58 µM); 140,000 compounds, 0.81% hits; in the data active = activity change below about -25%
Target sequence (Q92551 whole entry, looked up): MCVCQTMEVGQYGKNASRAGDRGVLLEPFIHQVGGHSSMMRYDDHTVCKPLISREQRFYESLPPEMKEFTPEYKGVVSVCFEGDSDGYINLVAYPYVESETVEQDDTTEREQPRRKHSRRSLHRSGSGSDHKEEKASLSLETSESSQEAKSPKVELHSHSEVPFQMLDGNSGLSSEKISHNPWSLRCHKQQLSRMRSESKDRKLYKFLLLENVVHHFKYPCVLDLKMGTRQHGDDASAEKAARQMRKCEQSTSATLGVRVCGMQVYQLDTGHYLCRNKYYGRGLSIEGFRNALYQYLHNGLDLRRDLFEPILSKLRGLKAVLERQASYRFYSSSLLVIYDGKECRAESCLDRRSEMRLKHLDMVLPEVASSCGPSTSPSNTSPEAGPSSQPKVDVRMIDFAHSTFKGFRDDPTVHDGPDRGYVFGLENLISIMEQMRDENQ
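ADP-Glo luminescence measures ADP made by human IP6K1 during a 2 h RT reaction with ATP/IP6 (mix at 1.3 mM/130 uM); top library doses 57.5 and 19.1 uM final.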
Starred values were filed as active, the others as inactive; [ ] = remark or other dose. Unless noted, calls come from the whole dose curve; as a rule, active = well fitted curve in the direction sought with a large enough effect; inconclusive = small, poorly fitted or top-dose-only effect, or another doubt; inactive = no such curve, though single readings can be large; an effect the other way counts as inactive or inconclusive. Unless noted, % is set by controls: 0 for no effect and ±100 for the full control effect. A portion of the library (hit frequency here may not be typical).

For CN1CC(=O)N(c2ccccc2F)Cc2c(NCc3ccccc3)ncnc21 the results were HEK293 tox -11%, SNCA expr inh -10%, FLuc inh -1%, NIH3T3 tox -24%, GPT2 inh inactive, HEK293 viab 1% and IP6K1 inh -12.
Screening CC(C)(C)c1cc(C(C)(C)C)c2oc(=O)c(-c3nc4ccccc4[nH]3)cc2c1 returned SNCA expr inh -4%, HEK293 viab inconclusive and IP6K1 inh 1.
CC1CCN(CC2CCCNCC2)CC1 (centres undefined) was read as HEK293 tox inconclusive, SNCA expr inh 25%, FLuc inh 1%, NIH3T3 tox 0%, GPT2 inh inactive, HEK293 viab -13% and IP6K1 inh -17.
CO[C@@H](Cc1ccc(OCCc2nc(-c3ccccc3)oc2C)c2ccsc12)C(=O)O was read as GPT2 inh inactive, HEK293 viab -17% and IP6K1 inh 23.
Screening COCCN1CC2(CCCN(C(=O)NCCc3cccs3)C2)CCC1=O (centres undefined) returned HEK293 tox 0%, SNCA expr inh inconclusive, FLuc inh 5%, NIH3T3 tox -24%, GPT2 inh inactive[11.5 µM], HEK293 viab -7% and IP6K1 inh -2.
For O=C(Cc1ccccc1)N1CCn2c(nnc2[C@@H]2C[C@@H](O)CN2Cc2ccccc2)C1 the results were HEK293 tox inconclusive, SNCA expr inh 1%, FLuc inh -4%, NIH3T3 tox -22%, GPT2 inh inactive, HEK293 viab 3%[12.5 µM] and IP6K1 inh -5.
For O=C([C@@H]1CCCN1C(=O)Cn1ccc2ccccc2c1=O)N1CCOCC1 the results were HEK293 tox inactive, SNCA expr inh 6%, FLuc inh 0%, NIH3T3 tox 3%, GPT2 inh inconclusive, HEK293 viab 2% and IP6K1 inh 9.
For CN(CC1CCOCC1)C(=O)Nc1ccccc1C(F)(F)F the results were HEK293 tox 16%, SNCA expr inh 19%, FLuc inh 8%, NIH3T3 tox inactive, GPT2 inh inactive, HEK293 viab 5% and IP6K1 inh 7.
For Cc1nc(CN2C[C@H](C(=O)NCc3cccc(Cl)c3)C[C@@H]2c2ccc(F)cc2)cs1 the results were HEK293 tox inconclusive, SNCA expr inh 3%, FLuc inh -1%, NIH3T3 tox inconclusive, GPT2 inh 2%, HEK293 viab -11% and IP6K1 inh -5.
`CN1Cc2cccn2CC1CNC(=O)Cc1cccc(F)c1` (centres undefined) gave HEK293 tox -24%, SNCA expr inh 17%, FLuc inh 0%, NIH3T3 tox inconclusive, GPT2 inh inactive, HEK293 viab 12% and IP6K1 inh -9.
Screening CCCCn1c(=N)n(CCOc2ccccc2OC)c2ccccc21 returned SNCA expr inh -25%, HEK293 viab -11% and IP6K1 inh 6.
Cc1cc(C)nc(N2CCN(C(=O)C3CCN(CC(N)=O)CC3)CC2)n1 was read as HEK293 tox inactive, SNCA expr inh inconclusive, FLuc inh 0%, NIH3T3 tox inactive, GPT2 inh -7%, HEK293 viab 4% and IP6K1 inh 0.

An excerpt from above in order of heavy-atom count, smallest number first:
For CN(CC1CCOCC1)C(=O)Nc1ccccc1C(F)(F)F the results were HEK293 tox 16%, SNCA expr inh 19%, FLuc inh 8%, NIH3T3 tox inactive, GPT2 inh inactive, HEK293 viab 5% and IP6K1 inh 7.
Screening CCCCn1c(=N)n(CCOc2ccccc2OC)c2ccccc21 returned SNCA expr inh -25%, HEK293 viab -11% and IP6K1 inh 6.
Cc1cc(C)nc(N2CCN(C(=O)C3CCN(CC(N)=O)CC3)CC2)n1 was read as HEK293 tox inactive, SNCA expr inh inconclusive, FLuc inh 0%, NIH3T3 tox inactive, GPT2 inh -7%, HEK293 viab 4% and IP6K1 inh 0.
For CN1CC(=O)N(c2ccccc2F)Cc2c(NCc3ccccc3)ncnc21 the results were HEK293 tox -11%, SNCA expr inh -10%, FLuc inh -1%, NIH3T3 tox -24%, GPT2 inh inactive, HEK293 viab 1% and IP6K1 inh -12.

Additional entries:
For O=C(CCC[C@H]1NC[C@@H]2C[C@H]1CN(Cc1ccccc1)C2)N1CCN(C2CCCCC2)CC1 the results were HEK293 tox -25%, SNCA expr inh -19%, FLuc inh -11%, NIH3T3 tox -19%, GPT2 inh inactive, HEK293 viab -23% and IP6K1 inh -9.
Screening Cc1ccc(C)c(-n2nc(-c3c(C)nc4scc(CC(=O)N5CCOCC5)n4c3=O)cc2C)c1 returned HEK293 tox inactive, SNCA expr inh 28%, FLuc inh -4%, NIH3T3 tox -3%, GPT2 inh inactive, HEK293 viab -1% and IP6K1 inh 13.
`COc1ccc(CC(=O)NCC(c2cccs2)S(=O)(=O)c2ccc(C)cc2)cc1` (centres undefined) gave SNCA expr inh 30%[activator], HEK293 viab -11% and IP6K1 inh 26.
For CNC(=O)[C@H]1C[C@H](Oc2ccccc2)CN1C(=O)Cc1ccccc1F the results were HEK293 tox -1%, SNCA expr inh 2%, FLuc inh -3%, NIH3T3 tox inactive, GPT2 inh 3%, HEK293 viab 8% and IP6K1 inh 15.
For Cc1ccc(-c2nc(C(=O)N3CCN(c4ccccc4C)CC3)no2)cc1 the results were HEK293 tox inconclusive, SNCA expr inh -1%, FLuc inh -6%, NIH3T3 tox inconclusive, GPT2 inh -3%, HEK293 viab 7% and IP6K1 inh 3.
CN(C(=O)CSc1nc2ccc(NC(=O)c3ccccc3F)cc2s1)c1ccccc1 was read as SNCA expr inh -20%, HEK293 viab -14% and IP6K1 inh 1.
For O=C(C1CC1)N1CCOc2ccc(CN3CCCC3)cc2C1 the results were HEK293 tox 1%, SNCA expr inh -3%, FLuc inh -6%, NIH3T3 tox -2%, GPT2 inh inconclusive, HEK293 viab 1% and IP6K1 inh 4.
For O=C(Nc1ccc(Cl)cc1)N1CCn2c(nnc2-c2ccccc2)C1 the results were HEK293 tox 0%, SNCA expr inh 15%, FLuc inh 3%, NIH3T3 tox -29%, GPT2 inh -1%, HEK293 viab 12% and IP6K1 inh 11.
For COc1cc(-c2ccnc3ncnn23)cc(OC)c1OC the results were HEK293 tox 8%, SNCA expr inh 38%[activator], FLuc inh -3%, NIH3T3 tox -13%, GPT2 inh inconclusive, HEK293 viab 3% and IP6K1 inh 1.
Screening CSCC(=O)N1CCC2(CCN(Cc3cccc(F)c3)CC2)C(CO)C1 (centres undefined) returned HEK293 tox -12%, SNCA expr inh -18%, FLuc inh -2%, NIH3T3 tox -14%, GPT2 inh -11%, HEK293 viab 1% and IP6K1 inh 13.
O=C(c1ccncc1)N1CC[C@H](c2nnc(-c3ccncc3)o2)C1 was read as HEK293 tox -27%[172 µM], SNCA expr inh 8%[87.6 µM], FLuc inh -11%[172 µM], NIH3T3 tox -17%[138 µM], GPT2 inh inactive, HEK293 viab 1%[87.6 µM] and IP6K1 inh 1.
Screening O=C1Nc2ccccc2CC12CCCN2CC1CCCCC1 (centres undefined) returned HEK293 tox inconclusive, SNCA expr inh -18%, NIH3T3 tox inconclusive, GPT2 inh -11%, HEK293 viab 8% and IP6K1 inh 2.
`O=C(C1CCCC1)N1CCC(Oc2cccc(F)c2)C1` (centres undefined) gave HEK293 tox inconclusive, SNCA expr inh 15%, FLuc inh 7%, NIH3T3 tox -14%, GPT2 inh 1%, HEK293 viab -1% and IP6K1 inh 19.
For O=C1CO[C@H]2CCN(Cc3ccccc3Cl)CC[C@@H]2N1CCc1cccnc1 the results were HEK293 tox inconclusive, SNCA expr inh 6%[87.6 µM], FLuc inh -5%[172 µM], NIH3T3 tox 100µM*, GPT2 inh -5%[88.5 µM], HEK293 viab -3%[87.6 µM] and IP6K1 inh -9.
For COc1ccc(Oc2c(C(F)(F)F)oc3c(CN4CCCC(C)C4)c(O)ccc3c2=O)cc1 (centres undefined) the results were SNCA expr inh 1%, HEK293 viab 17% and IP6K1 inh -14.
Screening O=C(CC1CCCC1)N1CCCCCC1c1nnc(-c2ccccc2)o1 (centres undefined) returned HEK293 tox inconclusive, SNCA expr inh 14%, FLuc inh 0%, NIH3T3 tox inconclusive, GPT2 inh inactive, HEK293 viab inconclusive and IP6K1 inh 19.
Screening COc1ccc(-n2cc(CN3CCCN(C)CC3)c(-c3cccc(F)c3)n2)cc1 returned HEK293 tox inconclusive, SNCA expr inh 10%, FLuc inh -1%, NIH3T3 tox 45µM*, GPT2 inh -49%, HEK293 viab -15% and IP6K1 inh 5.
`Cc1cnccc1N1CCCN(C(=O)C2CC3(CCNCC3)CN2)CC1` (centres undefined) gave HEK293 tox 3%, SNCA expr inh 4%, FLuc inh 4%, NIH3T3 tox inactive, GPT2 inh 0%, HEK293 viab -3% and IP6K1 inh -17.
For O=C(NC1CCCC1)C1CCc2ncc(-c3ccc(F)cc3)n2C1 (centres undefined) the results were HEK293 tox inconclusive, SNCA expr inh -10%, FLuc inh 2%, NIH3T3 tox -32%, GPT2 inh -2%, HEK293 viab 1% and IP6K1 inh -2.
O=C(O)c1ccccc1C(=O)N[C@H]1CO[C@H]2[C@@H]1OC[C@@H]2n1nnnc1Oc1cccc(N2CCOCC2)c1 was read as HEK293 tox inactive, SNCA expr inh 5%, FLuc inh 0%, NIH3T3 tox inactive, GPT2 inh -15%, HEK293 viab 5% and IP6K1 inh 13.
For CCOc1cccc2cc(-c3cn4c(n3)sc3cc(C)ccc34)c(=O)oc12 the results were SNCA expr inh 3%, HEK293 viab -9% and IP6K1 inh 18.
`O=[S+]([O-])(Nc1ccccc1)c1ccc2c(c1)OCCN(Cc1ccsc1)C2` gave HEK293 tox inconclusive, SNCA expr inh 13%[87.6 µM], FLuc inh -15%[172 µM], NIH3T3 tox inconclusive, GPT2 inh -3%[88.5 µM], HEK293 viab -6%[87.6 µM] and IP6K1 inh -1.
Screening Cc1ccccc1NC(=O)N1CCc2c(c3cc(F)ccc3n2C)C1 returned HEK293 tox inconclusive, SNCA expr inh -6%, FLuc inh -8%, NIH3T3 tox inconclusive, GPT2 inh inactive, HEK293 viab 4% and IP6K1 inh -10.
Screening CCOC(=O)c1ccc(NC(=O)c2cn(-c3ccccc3)nc2-c2ccc(Br)cc2)cc1 returned SNCA expr inh -6%, HEK293 viab 1% and IP6K1 inh -2.
COc1ccccc1CCC(=O)N1CCN(c2cc(-c3cccs3)[nH]n2)CC1 was read as HEK293 tox inconclusive, SNCA expr inh 12%, FLuc inh -5%, NIH3T3 tox inconclusive, GPT2 inh inactive, HEK293 viab 5% and IP6K1 inh 28.
Cc1ccc(N(CC(=O)N[C@H]2CC[C@H]2N)S(C)(=O)=O)cc1 was read as HEK293 tox -4%, SNCA expr inh 1%, FLuc inh 11%, NIH3T3 tox -1%, GPT2 inh inactive, HEK293 viab 0% and IP6K1 inh 13.
`COc1cccc(CNC(=O)Cn2nc(C)n3c(cc4cc(C)ccc43)c2=O)c1OC` gave SNCA expr inh 2%, HEK293 viab 2% and IP6K1 inh -1.
